Source: PubChem BioAssay (The Scripps Research Institute Molecular Screening Center)
M5 ag = CHRM5 agonism in calcium assay | P08912 | CHO-K1 hM5 cells, Fluo-8 calcium fluorescence; 0% DMSO wells, 100% maximal acetylcholine response | activation, % at 3 µM | 360,000 tested, 0.19% active | AID 624037;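 active means activation above the run's mean over test compounds plus 3 SD, cut at about 23% in these data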;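 further: signal is peak over basal fluorescence ratio across the kinetic read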
Target sequence (P08912 whole entry, looked up): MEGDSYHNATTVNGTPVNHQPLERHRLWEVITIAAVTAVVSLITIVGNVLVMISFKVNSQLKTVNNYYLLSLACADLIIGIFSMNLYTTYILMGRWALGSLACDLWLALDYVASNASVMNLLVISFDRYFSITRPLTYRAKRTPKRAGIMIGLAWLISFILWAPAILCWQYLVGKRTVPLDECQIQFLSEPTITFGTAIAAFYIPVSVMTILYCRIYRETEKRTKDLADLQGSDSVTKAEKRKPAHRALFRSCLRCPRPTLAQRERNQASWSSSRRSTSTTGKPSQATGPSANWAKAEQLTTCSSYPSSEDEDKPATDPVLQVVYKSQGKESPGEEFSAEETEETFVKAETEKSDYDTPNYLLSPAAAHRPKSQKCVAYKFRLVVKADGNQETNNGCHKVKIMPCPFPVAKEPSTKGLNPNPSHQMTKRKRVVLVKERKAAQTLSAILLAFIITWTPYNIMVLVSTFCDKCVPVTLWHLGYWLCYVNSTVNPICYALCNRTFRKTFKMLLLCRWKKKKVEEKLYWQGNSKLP
M5 PAM = CHRM5 positive allosteric modulation; activation, % at 3 µM; AID 624038; 360,000 tested, 0.3% active; CHO-K1 hM5, Fluo-8 calcium, ACh EC20 PAM; 0% = ACh EC20, 100% = ACh EC100; P08912;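 active means activation above the run cutoff, the mean activation of all test compounds plus 3 SD, cut at about 18% in these data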
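Assay system – human M5 receptor in CHO-K1 cells · Read-out – % activation, ACh-normalized · Technique – Fluo-8 calcium fluorescence · Dosing – single-point, 3 µM nominal · Incubation – Fluo-8 loading 80 min at 37 °C plus 30 min room temperature · Repeats – singlicate, one well per test compound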
M4 antag = antagonists of human muscarinic M4 receptor (CHRM4); P08173; CHO-hM4 cells, ACh EC80, Fluo-8 calcium fluorescence; inhibition, % at 3 µM; 360,000 tested, 0.73% active; AID 624125;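 active means inhibition above its plate's cutoff, the mean inhibition of sample wells plus 3 SD, cut at about 27% in these data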;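 further: 0% = acetylcholine EC80 with DMSO and 100% = DMSO without agonist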
CHRM1 PAM = potentiates human M1 receptor response to acetylcholine; P11229; CHO-K1 hM1, Fluo-8 calcium fluorescence, ACh EC20; 0% = ACh EC20, 100% = maximal ACh; activation, % at 3 µM; 360,000 tested, 0.088% active; in the data active means activation above about 19%, passing the limit was not always enough
Target sequence (P11229 whole entry, looked up): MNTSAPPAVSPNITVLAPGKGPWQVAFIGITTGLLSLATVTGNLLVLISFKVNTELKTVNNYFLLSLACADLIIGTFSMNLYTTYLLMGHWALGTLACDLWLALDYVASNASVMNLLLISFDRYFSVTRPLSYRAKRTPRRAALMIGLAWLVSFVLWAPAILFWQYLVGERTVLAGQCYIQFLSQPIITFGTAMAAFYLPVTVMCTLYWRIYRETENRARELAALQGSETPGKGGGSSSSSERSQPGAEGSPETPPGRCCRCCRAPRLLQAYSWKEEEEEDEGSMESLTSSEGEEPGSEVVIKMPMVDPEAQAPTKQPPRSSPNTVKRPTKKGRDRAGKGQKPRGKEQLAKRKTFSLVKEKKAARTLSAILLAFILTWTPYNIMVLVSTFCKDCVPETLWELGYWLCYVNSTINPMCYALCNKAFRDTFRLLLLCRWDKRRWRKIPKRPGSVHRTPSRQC
M4 ag = CHRM4 agonism in calcium assay. 360,000 tested, 0.14% active. P08173. activation, % at 3 µM. AID 624127. CHO-K1 hM4/Gqi5, Fluo-8 calcium fluorescence; vehicle 0%, full acetylcholine response 100%;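 active means activation above the run mean over all test wells plus 3 SD, cut at about 32% in these data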;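 further: peak over basal fluorescence ratio per well then scaled between controls; 0% = DMSO wells and 100% = acetylcholine at EC100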
TAAR1 agonist = agonists of human TAAR1 | 360,000 tested, 0.99% active | CHO RD-HGA16 TAAR1, Fluo-8 calcium fluorescence; vehicle wells 0%, saturating PEA agonist 100% | Q96RJ0 | activation, % at 3 µM;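 active means activation above the mean activation of all test compounds in the run plus 3 SD, cut at about 38% in these data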
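Assay system – CHO-derived RD-HGA16 cells with stable Gα16 and human TAAR1 · Compound dosing – one-point dosing at 3 µM (nominal) · Incubation – 17-24 h seeding, 75 min 37 °C dye, 30 min RT · Measured by – kinetic Fluo-8 calcium fluorescence · Control set – DMSO vehicle as 0%, PEA at EC100 as 100% · Repeats – single well for each compound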
M1 antag = human CHRM1 antagonism; CHO-K1 hM1, Fluo-8 calcium fluorescence, ACh EC80 antagonist; 360,000 tested, 1.3% active; inhibition, % at 3 µM; P11229; AID 588852;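 active means percent inhibition above its own plate's cutoff, namely the mean of that plate's compound wells plus 3 SD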;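 further: peak over basal fluorescence ratio during 140 s after agonist addition; 0% = ACh EC80 plus DMSO and 100% = DMSO alone without agonist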
CHRM1 agonist = agonists of human M1 muscarinic receptor | CHO-K1 hM1, Fluo-8 calcium fluorescence, agonist mode; 0% DMSO, 100% acetylcholine EC100 | activation, % at 3 µM | 360,000 tested, 0.33% active;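 active means activation above the run's mean compound activation plus 3 SD, cut at about 16% in these data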;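 further: peak over basal fluorescence ratio within a 140 s kinetic read after compound addition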
CHRM5 antagonist = blocks acetylcholine activation of human M5 receptor. 360,000 tested, 0.59% active. P08912. inhibition, % at 3 µM. CHO-hM5 cells, Fluo-8 calcium fluorescence, ACh EC80;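 active means inhibition above a per-plate cutoff, the mean of that plate's test compounds plus 3 SD, cut at about 27% in these data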;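 further: 0% = acetylcholine EC80 with DMSO and 100% = DMSO without agonist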
Active calls of the source: *; nt = no result given.

Results follow in this order: M5 ag	M5 PAM	M4 antag	CHRM1 PAM	M4 ag	TAAR1 agonist	M1 antag	CHRM1 agonist	CHRM5 antagonist
Cc1ccc(S(=O)(=O)NCc2cn3ccsc3n2)c(C)c1
→ 2	-13	-4	3	10	4	0	-2	2
Fc1ccc(C2c3cccn3CCN2C(=S)Nc2cccc(F)c2)cc1 (stereo unspecified)
→ 0	-2	4	1	1	4	-6	-6	11
O=C(NC(=S)Nc1ccccc1)c1cccs1
→ -1	-5	-4	-1	1	-3	3	-1	16
COc1ccc(C(=O)Nc2cc3c(cc2C(=O)O)OCCCO3)c(OC)c1
→ -4	1	-3	8	1	2	-11	-2	1
CCN(c1cccc(C)c1)S(=O)(=O)c1ccc(-c2cc(C)no2)s1
→ -6	3	-12	-7	1	-4	-2	-4	-7
O=[N+]([O-])c1ccccc1S(=O)(=O)Nc1nc2ccccc2s1
→ -3	-1	9	7	0	-2	4	-3	11
Cc1nc(N2CCN(C)CC2)c2c(C)c(C(=O)Nc3ccc(F)cc3)sc2n1
→ -1	-7	2	0	2	7	10	-6	13
O=c1[nH]c(SCc2ccccc2Cl)nc2c1CCCC2
→ -5	6	6	-3	0	12	-9	-14	-4
Cn1c(=O)c2c(nc(Sc3ncccn3)n2Cc2ccc(Cl)cc2)n(C)c1=O
→ 0	-7	-6	15	1	5	-7	0	9
CCc1cccc(NC(=O)Cn2c3[n+](c4ccc(C(F)(F)F)cc42)CCCCC3)c1
→ -6	-1	5	3	1	-1	-5	-13	3
CCc1ccc(-c2cc(C(F)(F)F)n3nc(C(=O)Nc4c(C)nn(Cc5ccc(F)cc5)c4C)cc3n2)s1
→ -7	-10	-6	6	-1	2	-15	-5	11
O=C(Nc1cccc(NC(=O)N2CCN(c3ccccc3)CC2)c1)N1CCN(c2ccccc2)CC1
→ 8	-20	14	-10	16	13	21	2	14
CC(Sc1nc2ccccc2s1)C(=O)NC1CCCc2ccccc21 (stereo unspecified)
→ -5	-8	-1	-1	-2	-4	3	-7	5
COCC(=O)n1nc(-c2ccc(Cl)cc2)nc1NCc1ccc(F)cc1
→ 2	-2	8	9	2	4	-6	-3	5
COc1ccccc1C(=O)NCCC(=O)Nc1cccc(C)n1
→ 2	-6	11	-1	1	-1	1	-2	16
Cc1cc(C)c2c(=O)[nH]c(SCC(=O)N3CCOCC3)nc2n1
→ -2	2	-2	-4	0	4	12	-3	5
COc1ccccc1C(CNC(=O)c1ccc(NS(=O)(=O)c2ccc(F)c(C)c2)cc1)N(C)C (stereo unspecified)
→ -7	-10	-8	-9	1	-1	21	28*	-8
COc1ccc(CCNC(=O)c2cc(-c3ccc(C)cc3O)n[nH]2)cc1OC
→ 8	-4	6	6	13	18	-2	3	-1
COc1cccc(CN2C(=O)C(C)N(C(=O)c3c(F)cccc3F)c3ccccc32)c1 (stereo unspecified)
→ 0	-17	8	-8	13	4	14	-3	21
Cc1cc(=O)[nH]c(SCc2ccccc2)n1
→ 2	0	-6	15	0	0	-8	7	-3
O=C(c1ccc([N+](=O)[O-])o1)N1CCCCCC1
→ -3	1	3	3	0	4	-6	-7	2
COc1ccc(S(=O)(=O)n2nc(-n3c(C)ccc3C)c3c(F)cccc32)cc1OC
→ -3	-11	-4	-1	-1	7	5	-2	3
COc1cccc(NC(=O)CN(C)C(=O)c2cc(Cl)nc3ccccc23)c1
→ 2	-10	-16	2	13	15	-9	0	2
Cn1c(=O)n(C/C=C/c2ccccc2)c(=O)c2c1nc1n2CCCN1c1ccc(F)cc1
→ -1	-2	-4	-1	2	1	0	-3	2
Cc1cc2nc(=O)c(/C=C3\C=Nc4ccccc43)c(N)n2o1
→ -4	-1	0	8	1	1	-10	-2	10
Cc1cc(C)n(-c2cc(Cl)cc(Cl)c2)c(=O)c1C#N
→ 1	-1	22	-5	0	-3	20	-3	-2
O=C(NCCc1ccccc1)C1CCN(S(=O)(=O)c2cccnc2)CC1
→ 0	-6	-2	1	1	3	-3	-1	1
CCc1nn2cc(C(=O)c3cc(Cl)ccc3O)cnc2c1-c1ccc(F)cc1
→ 0	10	-1	-7	0	1	43*	-6	2
Cc1cc(C)c(CSc2ncnc3nc[nH]c23)c(C)c1
→ 1	-2	1	-5	0	0	2	-3	-4
Cc1ccc(C(=O)/C=C/Nc2ccc3c(c2)OCO3)cc1
→ -4	-3	4	0	1	9	-19	-2	1
CCOC(=O)C1=C(C)N(CCCCCC(=O)O)C(=O)NC1c1ccccc1OS(=O)(=O)c1ccc(C)cc1 (stereo unspecified)
→ 0	5	9	4	2	6	-8	-4	2
C[C@H]1CN([C@@H](C)CO)C(=O)CCCn2cc(nn2)CO[C@@H]1CN(C)C(=O)C1CCCCC1
→ 0	-5	-2	-8	0	2	15	-2	9
CC(C)(C)c1nc2c(s1)CCc1onc(-c3ccc(Br)cc3)c1-2
→ 4	-4	4	10	2	8	-4	-5	6
CN(C)S(=O)(=O)c1cccc(NC(=O)CN2C(=O)NC(CCc3ccccc3)C2=O)c1 (stereo unspecified)
→ -1	-11	-8	5	2	9	0	-3	-9
Cc1ccc(S(=O)(=O)N2CCCCC2)cc1C(=O)N(CCc1ccccc1)Cc1ccccc1
→ -5	-11	-2	-5	0	5	3	-4	9
Cc1ccc2c(c1)[C@H]1[C@H](CO2)[C@H](c2ccccc2)[C@]2(C)C(=O)Nc3ccc(Br)cc3C(=O)N12
→ -2	-13	19	-20	0	1	27	-9	9
CCNC(=O)CN(C1CCCCC1)S(=O)(=O)c1ccc(F)cc1
→ -3	-8	14	6	0	-1	2	-5	6
CCc1nnc(NC(=O)CSc2nnc(-c3ccc(NS(=O)(=O)c4ccccc4)cc3)o2)s1
→ -2	-2	9	4	0	4	-9	-8	2
COc1ccc(C(=O)N2CCC(O)(c3ccc(F)cc3)CC2)cc1OC
→ 0	-3	0	7	1	8	-16	1	9
Cc1noc(C)c1COC(=O)CCc1ccc(S(=O)(=O)N2CCCCC2)cc1
→ -4	-9	-2	2	2	2	-4	-2	3
COc1ccccc1-c1sc2cc3c(cc2c1-c1ccc(OCCN2CCCCC2)cc1)OCO3
→ -5	-12	35*	5	7	19	5	-1	7
Cc1ccccc1-n1c(-c2ccc(=O)[nH]n2)n[nH]c1=S
→ -1	-4	-4	-5	0	1	-3	-1	5
Cc1[nH]c2ccccc2c1/C=N/NC(=O)c1cccc(Br)c1
→ -1	-1	-1	2	2	nt	2	-2	4
COc1ccc(S(=O)(=O)N2CCC[C@H]2C(=O)N2CCC[C@H]2C(=O)N(C)Cc2ccccc2)cc1C
→ -1	-7	-9	nt	1	0	nt	nt	1
COC(=O)[C@@H]1C[C@@]2(O)[C@@H](O)[C@@H](O)[C@@H](O)C[C@H]2N1Cc1ccc(C)s1
→ 3	9	-9	9	0	21	-8	-2	7
CN(C)C(CNC(=O)NC1CCCCC1)c1cccnc1 (stereo unspecified)
→ -11	11	2	5	0	6	-5	-4	-2
Cc1ccccc1NC(=O)C1CCCN(S(=O)(=O)c2cccc3cccnc23)C1 (stereo unspecified)
→ 4	-17	-24	-9	27	13	8	0	10
CCN(C(=O)COC(=O)c1ccc(-n2c(C)ccc2C)cc1)c1c(N)n(Cc2ccccc2)c(=O)[nH]c1=O
→ 3	-3	1	4	2	0	-6	-3	11
CC[C@@H]1C/C=C\Cc2ccccc2[C@@H](C(=O)C[C@H](O)CC(C)=O)OC1=O
→ 1	6	5	-5	1	0	-4	-2	-11
O=C(CSc1nnc(-c2cccnc2)n1Cc1ccco1)N1CCc2ccccc21
→ -1	-2	-3	7	3	6	-3	-4	2
COc1ccc(C(=O)NNS(=O)(=O)c2ccccc2)cc1OC
→ -4	3	1	0	1	0	-4	-3	5
O=[N+]([O-])c1ccc(N2CCN(CCOc3nonc3-c3ccccc3)CC2)c(Cl)c1
→ -1	-4	13	4	0	6	-16	-4	6
CCCCNc1cc(Cl)nc(N)n1
→ 4	2	-6	4	2	-1	-11	0	-3
COc1cccc(CC(NC(C)=O)C(=O)NC2CCN(S(=O)(=O)c3ccc(NC(C)=O)cc3)CC2)c1 (stereo unspecified)
→ 1	9	-2	11	2	9	-1	-6	6
CC1CCN(CC(=O)Nc2ccc(N3CCCCCC3)cc2)CC1
→ -13	-3	4	-12	0	4	9	-6	8
O=C(NCc1ccccn1)c1cc(S(=O)(=O)N2CCCCCC2)ccc1Cl
→ -2	-3	0	2	4	-1	-5	-3	6
O=C1NN(c2ccccc2)C(=O)C1=Cc1ccccc1O
→ 0	0	6	1	0	3	-7	-4	21
CC(C)NC(=O)C1CCN(C(=O)c2cc3sccc3n2Cc2ccc(F)cc2)CC1
→ 5	-4	-8	-14	8	nt	1	0	-5
COCCNC(=O)CS(=O)(=O)Cc1nc(-c2ccc(C)cc2)oc1C
→ 1	0	-2	4	2	-2	-10	-3	-2
CCC(C)NC(=S)Nc1ccc2nc(N3CCOCC3)cc(C)c2c1 (stereo unspecified)
→ 0	-7	7	-8	6	2	9	-8	13

New compounds follow:
Results follow in this order: M5 ag	M5 PAM	M4 antag	CHRM1 PAM	M4 ag	TAAR1 agonist	M1 antag	CHRM1 agonist	CHRM5 antagonist
CCn1c(CNC(C)=O)nnc1SCC(=O)c1ccc(Br)cc1
→ 2	-3	-8	12	2	6	0	9	-3
O=C(NC1CCCC1)c1ccccc1-c1ccccc1
→ -3	1	-5	7	-1	1	-9	-7	2
COc1ccc(C(=O)COC(=O)C(CCCCN2C(=O)C3C4C=CC(C4)C3C2=O)N2C(=O)C3C4C=CC(C4)C3C2=O)cc1 (stereo unspecified)
→ 3	-13	8	-8	16	21	7	0	15
Cc1cccc(C(=O)NC(=S)NNC(=O)COc2ccc(Cl)cc2)c1
→ -4	-3	-5	10	1	99*	-13	-5	6
CCCn1nc(C(=O)NC2CC2)c2ccccc2c1=O
→ 1	5	-15	-2	2	0	4	-3	-8
O=C(O)c1ccc(C(=O)Nc2cccc(NC(=O)C3CCCO3)c2)cc1 (stereo unspecified)
→ 1	-1	0	-4	1	nt	6	-4	3
CCC(/C=N/NC(=O)c1ccccc1F)CC
→ -1	-4	-2	2	2	3	0	-3	5
CCC(C)NC(=S)Nc1ccccc1OC (stereo unspecified)
→ -1	-6	12	-9	0	0	9	-2	9
O=c1[nH]c2ccccc2cc1CN(CC1CCCO1)S(=O)(=O)c1ccccc1 (stereo unspecified)
→ 3	-3	6	-1	7	14	2	-1	4
O=C(c1ccc(F)cc1)N(C(=O)c1ccc(F)cc1)c1ncccn1
→ -8	-7	7	0	0	7	0	-8	1
CC(=O)N(Cc1ccc(Cl)cc1)c1cnccn1
→ -4	-6	-10	4	1	0	-1	-6	16
CC1Sc2ccc(C(=O)N3CCCC(C(F)(F)F)C3)cc2NC1=O (stereo unspecified)
→ 1	1	-18	6	3	4	-10	0	-12
COC1=C(Nc2ccccc2)C(=O)c2ccccc2C1=O
→ -8	1	-6	5	-3	-5	-9	-11	-6

An excerpt. The share of hits here may be higher or lower than overall.
